Bioassay records: PubChem, several laboratories
PrPC TRFRET: inhibitors of human cell surface prion protein PrPC, primary screen, cell-based, TR-FRET; actives 0.43% (n = 370,000); Major prion protein (Homo sapiens), P04156; inhibition, % at 13.8 µM; TR-FRET read-out; in the data active means inhibition above about 24%; further: 0% = median of the test wells and 100% = reference compound wells
PriA SSB inh: inhibitors of Klebsiella pneumoniae PriA binding to SSB C-terminal tail, primary screen, biochemical, AlphaScreen; inhibition, % at 33 µM; actives 0.6% (n = 430,000); PriA–SSB C-terminal tail interaction (Klebsiella pneumoniae); AlphaScreen SSBct-PriA binding, biotinylated peptide; in the data active means inhibition mostly above about 37%, no sharp cut-off; inactive means mostly below about 20%;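 further: plate controls were negative control peptide for no effect and reference peptide for full effect; strong numbers were not always called active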
TcdB inh: TcdB glycohydrolase inhibitors, primary screen, biochemical, single point, plate reader; Toxin B (Clostridioides difficile), P18177; TcdB glycohydrolase enzymatic assay; inhibition, % at 9.99 µM; actives 0.24% (n = 350,000); AID 652162, 2013; in the data active means inhibition above about 10%
Rv3671c protease: Rv3671c serine protease inhibitors, primary screen, biochemical, fluorescence polarization, M. tuberculosis H37Rv; P9WHR9; inhibition, % at 5.96 µM; AID 2606, 2010; actives 0.048% (n = 320,000); in the data active means inhibition above about 38%;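 further: extracellular domain of Rv3671c used as enzyme; 0% = enzyme with DMSO and 100% = no enzyme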
Target sequence (P9WHR9 whole entry, looked up, the tested form may be a part): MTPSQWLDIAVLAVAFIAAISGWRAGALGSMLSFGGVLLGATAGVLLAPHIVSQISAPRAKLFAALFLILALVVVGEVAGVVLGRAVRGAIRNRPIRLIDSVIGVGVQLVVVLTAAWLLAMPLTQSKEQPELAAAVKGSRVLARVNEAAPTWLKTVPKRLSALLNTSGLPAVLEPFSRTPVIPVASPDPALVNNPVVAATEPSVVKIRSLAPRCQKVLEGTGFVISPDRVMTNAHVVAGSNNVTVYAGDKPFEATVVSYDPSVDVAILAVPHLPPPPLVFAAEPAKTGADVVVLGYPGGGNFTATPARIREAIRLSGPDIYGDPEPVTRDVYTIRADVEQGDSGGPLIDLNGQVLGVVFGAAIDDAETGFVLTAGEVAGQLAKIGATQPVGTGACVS
Vc quorum ag: inducers of Vibrio cholerae quorum light production without autoinducers, primary screen, BH1578 luxS cqsA deficient, single point; activation, % at 18.7 µM; V. cholerae BH1578 lux reporter, luminescence, 6 h; AID 588436, 2011; actives 0.16% (n = 350,000); in the data active means activation mostly above about 9.7%, no sharp cut-off; further: not every result past the cut was called active; inactives centre near 0; reference of the scale not given here
3CLpro inhibitor: SARS-CoV 3CLpro protease inhibitors, primary screen, biochemical, quenched FRET. Replicase polyprotein 1ab (Severe acute respiratory syndrome coronavirus), P0C6X7. recombinant SARS-CoV 3CLpro, quenched FRET peptide cleavage. AID 1706, 2009. inhibition, % at 6 µM. actives 0.14% (n = 290,000); in the data active means inhibition above about 12%
Yp Topo-I inh: Yersinia pestis topoisomerase I inhibitors, primary screen, biochemical, cleavage product accumulation, plate reader, single point; Y. pestis Topo-I cleavage product accumulation; actives 0.064% (n = 360,000); AID 504884, 2011; activity, % at 10 µM; DNA topoisomerase I (Yersinia pestis CO92); in the data active means activity above about 50%, passing the limit was not always enough; further: inactives centre near 2
VHR inh abs: VHR1 phosphatase inhibitors, primary screen, biochemical, absorbance, uHTS; Dual specificity protein phosphatase 3 (Homo sapiens), P51452; recombinant VHR phosphatase, pNPP absorbance; inhibition, % at 13.3 µM; actives 0.52% (n = 290,000); AID 1654, 2009; in the data active means inhibition above about 50%; further: some compounds called inactive have numbers as strong as hits
Target sequence (P51452 whole entry, looked up): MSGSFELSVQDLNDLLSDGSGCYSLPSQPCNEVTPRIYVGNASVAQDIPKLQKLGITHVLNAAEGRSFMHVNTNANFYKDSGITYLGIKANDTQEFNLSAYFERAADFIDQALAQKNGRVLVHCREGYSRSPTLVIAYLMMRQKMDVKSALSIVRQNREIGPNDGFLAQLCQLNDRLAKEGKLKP
MazEF act: activators of E. coli MazEF toxin-antitoxin RNase, primary screen, biochemical, fluorescence, uHTS | activation, % at 20 µM | Endoribonuclease toxin MazF (Escherichia coli (strain K12)), P0AE70 | FAM/BHQ RNA-DNA oligo cleavage fluorescence, 5 h | AID 504720, 2011 | actives 0.32% (n = 350,000); in the data active means activation above about 50%
Target sequence (P0AE70 whole entry, looked up): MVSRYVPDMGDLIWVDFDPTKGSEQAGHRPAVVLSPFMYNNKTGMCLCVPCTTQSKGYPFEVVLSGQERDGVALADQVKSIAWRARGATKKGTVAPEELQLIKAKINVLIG
CCHF vOTU inh: CCHFV vOTU protease inhibitors, primary screen, biochemical, Pep-AMC substrate, fluorescence | actives 0.55% (n = 370,000) | inhibition, % at 11.5 µM; in the data active means inhibition above about 30%; further: 0% = vehicle wells with enzyme and 100% = no enzyme wells
Starred values were filed as active, the others as inactive; i = inactive; . = no result given. The list is partial. The share of hits here may be higher or lower than overall.

SMILES	PrPC TRFRET	PriA SSB inh	TcdB inh	Rv3671c protease	Vc quorum ag	3CLpro inhibitor	Yp Topo-I inh	VHR inh abs	MazEF act	CCHF vOTU inh
CCCCSc1nc2c(c(=O)[nH]1)CCC2	-4	-14	1.3	-9	i	3	4	24	0	-5
CC(=O)Nc1ccc(NC(=O)N2CCOCC2)cc1	-5	.	0.1	.	i	.	-4	.	-9	2
COCCCN1CC(=O)N2C(c3ccccc3)c3[nH]c4ccccc4c3C[C@H]2C1=O (stereo not given in full)	-1	8	0.6	2	i	-1	4	42	8	5
CN(C(=O)COC(=O)CSc1ccccc1)c1c(N)n(Cc2ccccc2)c(=O)[nH]c1=O	-5	.	-0.1	.	i	.	-1	.	2	5
COc1ccc(C(=O)C2CCCN(CCc3ccccc3)C2)cc1OC (stereo not given)	7	.	-2.7	.	2.0	.	5	.	.	16
O=C(COc1ccc(Cl)cc1)NCc1nnc(SCC(=O)NC2CCCCC2)o1	0	-8	.	-3	i	0	7	-4	9	-16
Cc1cc(C(=O)OCC(=O)Nc2ccc(F)c(F)c2F)c(C)o1	-1	2	0.7	7	-0.7	1	5	14	12	-9
O=C(C[C@@H]1C/C=C/CC[C@H](Cc2ccc(F)cc2)C(=O)OCCNC1=O)N[C@H](CO)Cc1ccccc1	-2	-8	1.1	-2	i	.	15	.	-2	-4
CC(=O)c1ccc(OCC(O)CN2C(C)(C)CC(O)CC2(C)C)cc1 (stereo not given)	-7	4	0.1	-5	-3.1	-5	5	17	5	-1
c1ccc(-c2nccnc2-c2ccccc2)cc1	-8	-12	0.3	-1	0.0	-2	6	13	5	0
COc1ccc(N(C(C)=O)c2nc(C)cc(C)c2C#N)c(OC)c1	-1	0	0.3	-2	0.2	-10	1	27	-22	-11
CC(=O)Nc1cccc(NC=C(C#N)C#N)c1	-1	-6	2.3	0	-0.2	-1	3	-3	3	12
COC(=O)c1cc(NS(=O)(=O)c2ccc(N3CCOCC3)c([N+](=O)[O-])c2)cc(C(=O)OC)c1	1	9	0.6	-5	-0.3	4	-5	-5	-4	10
CC(C)(C)c1ccc(S(=O)(=O)NC(=O)C2(C)CCN2C(=O)Cc2cccs2)cc1 (stereo not given)	0	.	0.7	.	i	.	6	.	.	2
CCC1CCCCN1CCCNC(=O)Cn1cnc2sc(C)c(S(=O)(=O)N3CCC(C)CC3)c2c1=O (stereo not given)	2	-7	0.2	12	-1.2	-3	2	16	11	3
CCCCC1CCCOC(C(=O)NCCNCCO)(C(F)(F)F)C1 (stereo not given)	1	-30	-0.2	-2	i	.	3	.	7	-2
COc1ccc(/C=N\NC(=O)c2ccccc2[N+](=O)[O-])cc1COc1c(F)c(F)c(F)c(F)c1F	-6	.	-0.6	-28	-0.2	11	19	23	3	11
c1cnc2c(-c3ccc4nccn4c3)cccc2c1	3	.	-1.4	.	i	.	3	.	.	-5
Cc1cc(C)cc(NC(=O)CCn2c(=O)c3cccn3c3ccccc32)c1	7	-16	0.8	-2	-0.6	-6	15	10	1	18
O=C(CSc1ccccn1)N/N=C/C=C/c1ccccc1	-7	.	1.6	4	0.6	6	8	-30	6	9
CCOC(=O)c1nnn(-c2nonc2N)c1CNc1ccc(C)c(Br)c1	-4	-10	.	-7	-0.5	-6	-1	-2	6	6
CCN(C(=O)CSc1nc2ccccc2n1C)C1CCS(=O)(=O)C1 (stereo not given)	0	-5	1.4	10	i	.	5	.	8	0
CCOC(=O)/C(Sc1nc(-c2ccccc2)cc(-c2ccccc2)c1C#N)=C(\C)O	4	.	0.4	-9	-0.9	3	3	4	1	-12
CCc1cccc(NC(=O)Cn2cc(C=O)c3ccccc32)c1	13	-4	0.7	-3	0.0	5	-2	12	5	-6
O=C(CSCc1ccc(C(=O)O)cc1)Nc1ccccc1	1	0	0.4	8	i	3	5	-6	-4	-5
SMILES	PrPC TRFRET	PriA SSB inh	TcdB inh	Rv3671c protease	Vc quorum ag	3CLpro inhibitor	Yp Topo-I inh	VHR inh abs	MazEF act	CCHF vOTU inh
CCOc1ccc(C(=O)NC(=S)Nc2ccccc2N2CCC(C)CC2)cc1[N+](=O)[O-]	-4	11	.	-2	i	-1	-4	9	10	8
COc1ccccc1N(CC(=O)NC(C)(C)C)C(=O)CCC(=O)Nc1ccccn1	7	-11	0.5	.	i	2	0	-1	1	-10
COc1cccc(/C=C/c2nc(C#N)c(NCC(C)C)o2)c1	12	-17	-0.6	3	-0.2	1	15	-8	-3	-344
COC(CNC(=O)c1ccc2c(c1)ncn2-c1cccc(C)c1)OC	24	-5	0.7	0	-0.3	3	-3	-16	-1	2
COc1ccc(CCNC(=O)CSC2=NS(=O)(=O)c3cc(F)ccc3N2)cc1OC	-3	.	-1.1	.	i	.	1	.	-15	-1
Cc1ccc2c(CC(=O)Nc3c(C)n(C)n(-c4ccccc4)c3=O)coc2c1	3	-10	.	-3	i	1	10	18	1	-2
CCCCn1c(N)c(N(Cc2ccccc2OC)C(=O)COc2cc(C)ccc2Cl)c(=O)[nH]c1=O	-4	2	1.1	-9	i	.	4	.	2	0
C#CCOCCOCCOCCNc1nc(N2CCN(C(=O)CCCCCCCCCCNC(=O)[C@H](CCCCN)n3cc(CCCC(=O)O)nn3)CC2)nc(N2CCN(C(=O)CCCCCCCCCCNC(=O)[C@H](CCCCN)n3cc(CCCC(=O)O)nn3)CC2)n1	.	12	.	3	-0.4	.	16	.	-16	.
CCc1ccc(NC(=O)C(=O)N/N=C(\C)CC(=O)Nc2ccccn2)cc1	0	.	.	-4	-0.2	-2	-1	0	0	-22
Cc1ccc2cccc(SCC(=O)NCC#N)c2n1	-2	1	0.6	6	2.7	-2	0	-5	-3	-16
CN(C(=S)NC(=O)C12CC3CC(CC(C3)C1)C2)c1ccc(O)cc1	-7	6	1.8	-4	i	.	-4	.	0	21
CC(Sc1nnc(COc2ccc(Cl)cc2)n1Cc1ccccc1)C(=O)O (stereo not given)	1	-10	1.4	4	i	3	10	25	0	4
N/C(=N\OC(=O)COc1ccccc1Cl)c1ccc(Cl)cc1	-2	.	.	-7	-0.9	1	11	14	-9	7
Cc1cc(NC(=O)CCCN2C(=O)c3cccnc3C2=O)no1	0	-12	.	-4	i	0	5	27	1	11
CCCNC(=O)c1c(CSc2ccc(Cl)cc2)noc1C(=O)NCc1ccccc1	-2	.	1.2	-50	-10	.	29	.	-6	6
O=C(NC(=S)NC1CCSC1=O)c1ccccc1 (stereo not given)	2	-1	0.7	-2	-0.6	1	-2	-2	2	6
COc1cccc(OC)c1OCCCCN1CCCCC1	3	-12	1.3	7	-0.3	0	0	20	0	5
O=C1COc2ccc(S(=O)(=O)N3CCN(c4ccccc4)CC3)cc2N1	2	-11	2.7	13	-0.2	-2	1	14	5	6
C=CCn1c(SCC(=O)Nc2cc(C)on2)nc2sc(CC)cc2c1=O	-1	1	.	-5	0.5	-4	-11	15	-2	5
Cc1nc(N2CCN(Cc3ccc4c(c3)OCO4)CC2)c2oc3ccccc3c2n1	48*	6	0.1	.	-0.4	.	24	.	4	-22
CCc1ccc(NC(=O)CCC(=O)Nc2nnc(C(F)(F)F)s2)cc1	2	11	3.1	6	-0.9	-2	-6	2	4	14
Cc1ccc(CSc2nc3ccccc3c(=O)[nH]2)cc1	8	-3	-0.6	-14	-1.2	5	5	16	7	-6
C=C(Cl)COc1cc(C)cc2oc(=O)cc(CC)c12	2	-4	.	-1	i	12	-2	16	7	9
O=C(C[n+]1cccc2ccccc21)c1ccc(Br)cc1	-28	-10	0.1	-7	-0.1	2	-9	5	-35	6
COc1ccc(CCC(=O)Nc2ccc(S(=O)(=O)Nc3nccc(C)n3)cc2)cc1	-3	-6	0.9	-19	-0.1	-1	7	20	1	-13

No new results follow: an excerpt of the list.
SMILES	PrPC TRFRET	PriA SSB inh	TcdB inh	Rv3671c protease	Vc quorum ag	3CLpro inhibitor	Yp Topo-I inh	VHR inh abs	MazEF act	CCHF vOTU inh
COc1ccc(/C=N\NC(=O)c2ccccc2[N+](=O)[O-])cc1COc1c(F)c(F)c(F)c(F)c1F	-6	.	-0.6	-28	-0.2	11	19	23	3	11
c1cnc2c(-c3ccc4nccn4c3)cccc2c1	3	.	-1.4	.	i	.	3	.	.	-5

The main list resumes with the four entries that preceded the break.
SMILES	PrPC TRFRET	PriA SSB inh	TcdB inh	Rv3671c protease	Vc quorum ag	3CLpro inhibitor	Yp Topo-I inh	VHR inh abs	MazEF act	CCHF vOTU inh
Cc1ccc(CSc2nc3ccccc3c(=O)[nH]2)cc1	8	-3	-0.6	-14	-1.2	5	5	16	7	-6
C=C(Cl)COc1cc(C)cc2oc(=O)cc(CC)c12	2	-4	.	-1	i	12	-2	16	7	9
O=C(C[n+]1cccc2ccccc21)c1ccc(Br)cc1	-28	-10	0.1	-7	-0.1	2	-9	5	-35	6
COc1ccc(CCC(=O)Nc2ccc(S(=O)(=O)Nc3nccc(C)n3)cc2)cc1	-3	-6	0.9	-19	-0.1	-1	7	20	1	-13
O=C(NCc1ccncc1)C1CCN(S(=O)(=O)Cc2ccccc2)CC1	1	-13	.	-10	1.7	5	1	24	-10	-11
CN(CC(=O)Nc1ccccc1C(F)(F)F)C(=O)Cc1ccc(S(=O)(=O)N2CCOCC2)s1	6	-5	0.3	-4	i	.	1	.	-2	0
Cc1ccc(-c2noc(CCC(=O)NCc3ccccc3CN3CCOCC3)n2)cc1	6	-7	2.7	-3	-2.0	.	21	.	-13	5
COCCSc1nnc(NC(=O)c2ccc([N+](=O)[O-])cc2)s1	4	-2	1.0	5	i	6	-14	-3	13	-9
CC(C)c1ccccc1-n1c(-c2cccnc2)n[nH]c1=S	1	5	2.6	5	1.6	3	4	-3	1	-4
O=C(NC(=S)Nn1cnc2c(cnn2-c2ccccc2)c1=O)c1ccc(Cl)cc1	4	5	.	18	i	0	6	13	1	-7
Cc1ccc(/C=C/C(=O)OCC(=O)NC(=O)NCc2ccco2)cc1	0	-8	2.0	-7	i	.	21	.	0	1
Cc1ccc(C(C(=O)NCc2ccccc2)N(C(=O)c2csnn2)c2cccc3ccccc23)o1 (stereo not given)	-1	7	.	-2	i	-3	2	-24	-3	-1
O=C(COc1ccc2ccc(=O)oc2c1)Nc1ccc(CCO)cc1	-6	3	2.3	-4	-0.3	-3	5	28	4	8
O=C(CC1C(=O)NCCN1C(=O)Nc1ccccc1)Nc1cccc(Cl)c1 (stereo not given)	-4	-2	1.6	-9	0.4	4	-1	14	9	11
O=C(CCCN1C(=O)/C(=C\c2cccs2)SC1=S)Nc1cc([N+](=O)[O-])ccc1O	-4	0	-1.1	5	-3.6	-3	-3	14	1	-4
CS(=O)(=O)NN1C(=O)c2ccccc2NC12CCCC2	3	-3	-0.7	7	-0.1	1	1	-8	10	-105
CCCCC(=O)Nc1nc2c(OC)ccc(OC)c2s1	-3	1	0.5	11	-0.6	0	-2	32	3	5
CNC(=S)NNc1nncc2ccccc12	-3	-2	-5.6	-7	i	5	1	-11	5	8
Cc1noc(C)c1COC(=O)CNC(=O)c1cccc(F)c1	-2	-11	0.1	-2	-1.4	-1	-7	22	3	-6
O=S1(=O)N[C@@H](c2ccccc2)COc2cc(Br)ccc21	2	.	2.1	.	1.0	.	6	.	2	3
CC(C)(C)CN1CCNC(=O)C1CC(=O)NCCc1cnn(-c2ccccc2)c1 (stereo not given)	3	-21	0.4	0	-0.1	-4	0	-6	0	4
N#CC1=C(S)N(c2ccccc2)C(c2ccc(-c3ccc(Cl)c(Cl)c3)o2)NC1=O (stereo not given)	12	2	-1.3	1	-2.3	1	12	-5	-5	47*
COc1ccccc1NC(=O)CSc1nnc(-c2ccco2)n1N	7	11	1.2	-6	i	5	4	13	2	0
